Assay outcomes deposited in PubChem BioAssay by several laboratories.
HSP90 refold inh: inhibitors of HSP90 luciferase refolding in rabbit reticulocyte lysate; luciferase refolding luminescence, 3 h; inhibition, % at 5.6 µM; 290,000 compounds, 0.91% hits;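 active = inhibition above the screen-wide mean plus 3 SD, computed separately per campaign, cut at about 16% in these data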;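 note: 0% = DMSO wells and 100% = 60 µM geldanamycin wells; inhibitors lower the luminescence because luciferase stays unfolded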
PolyA inh: yeast polyadenylation inhibition; S. cerevisiae SKY197-pL101 polyadenylation reporter, beta-gal luminescence; efflux-impaired pdr1/pdr3 knockout yeast; score 100 = 6 SD above DMSO; calls only at 12 µM; 300,000 compounds, 0.02% hits; AID 1875;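 active = lowest replicate activity score at least 50, where 100 means six control SD above control mean; inconclusive = lowest score under 50 but half or more replicates reach 50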;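 note: yeast exposed to compound for 9 h at 30 °C; higher score means more reporter readthrough which indicates perturbed polyadenylation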
GSK3A inh: blocks human GSK-3 alpha kinase. ADP-Glo luminescence, 60 min. inhibition, % at 10 µM. P49840. 320,000 compounds, 0.1% hits;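 in the data active = inhibition above about 50%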;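 note: GST-tagged GSK-3 alpha with peptide substrate and 25 µM ATP; 0% = DMSO neutral wells and 100% = GW8510 positive control wells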
Target sequence (P49840 whole entry, looked up): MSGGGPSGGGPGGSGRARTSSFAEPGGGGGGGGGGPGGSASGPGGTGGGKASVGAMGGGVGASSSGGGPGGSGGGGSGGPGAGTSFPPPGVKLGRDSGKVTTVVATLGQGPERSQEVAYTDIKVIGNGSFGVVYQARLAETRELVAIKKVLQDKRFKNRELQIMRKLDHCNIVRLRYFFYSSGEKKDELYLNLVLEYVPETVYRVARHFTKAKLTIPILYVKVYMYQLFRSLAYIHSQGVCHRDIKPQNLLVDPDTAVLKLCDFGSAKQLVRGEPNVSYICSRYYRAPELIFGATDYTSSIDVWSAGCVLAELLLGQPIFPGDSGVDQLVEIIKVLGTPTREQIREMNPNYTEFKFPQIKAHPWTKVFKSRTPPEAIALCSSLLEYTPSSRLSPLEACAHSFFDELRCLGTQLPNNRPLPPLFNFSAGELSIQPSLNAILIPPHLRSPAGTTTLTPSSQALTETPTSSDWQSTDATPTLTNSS
GSK3B inh: inhibitors of human GSK3beta kinase; 300,000 compounds, 0.038% hits; GST-GSK3beta kinase, ADP-Glo luminescence, 60 min; active compounds read low; activity score (negative = inhibition), % at 10 µM; AID 2097;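 active = more than half of replicate wells score below -50%, meaning over 50% inhibition versus plate controls; inconclusive = some replicates but at most half score below -50%; inactive = no replicate scores below -50%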;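 note: 0% = median DMSO wells and -100% = median GW8510 positive control wells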
Target sequence (P49841 whole entry, looked up): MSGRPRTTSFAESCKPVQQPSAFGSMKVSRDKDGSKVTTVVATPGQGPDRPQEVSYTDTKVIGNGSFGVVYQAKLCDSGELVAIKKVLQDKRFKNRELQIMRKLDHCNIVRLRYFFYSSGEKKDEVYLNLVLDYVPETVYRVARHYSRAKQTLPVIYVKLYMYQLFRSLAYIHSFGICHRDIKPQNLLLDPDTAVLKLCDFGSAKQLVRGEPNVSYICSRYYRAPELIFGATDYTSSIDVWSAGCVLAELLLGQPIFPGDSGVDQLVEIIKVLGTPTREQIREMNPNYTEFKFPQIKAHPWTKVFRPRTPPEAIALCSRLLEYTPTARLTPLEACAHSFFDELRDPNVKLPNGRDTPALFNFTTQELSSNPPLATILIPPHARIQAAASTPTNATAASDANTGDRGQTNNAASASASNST
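Test system: GST-fused GSK3beta enzyme, cell-free | Quantity: 1.6 ng GST-GSK3beta enzyme per well | Reagent: 25 µM ATP with peptide substrate | Schedule: 60 min enzyme reaction, room temperature | Signal: Luminescent ADP-Glo measurement of ADP formed | Read-out basis: Score relative to plate controls | Control set: DMSO and 20 µM GW8510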
HDAC3 inh: inhibitors of human histone deacetylase 3; O15379; recombinant HDAC3, fluorogenic peptide/trypsin coupled, fluorescence; inhibition, % at 8.3 µM; 320,000 compounds, 0.15% hits; AID 2718; in the data active = inhibition above about 26%, passing the limit was not always enough; inconclusive = no clear call, values can overlap the other calls
DYRK1A inh: inhibitors of rat Dyrk1A kinase; inhibition, % at 12.5 µM; ADP-Glo luminescence, NFATc1 peptide; 310,000 compounds, 0.43% hits; Q63470; in the data active = inhibition above about 50%;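 note: plate controls were vehicle with enzyme for no effect and no enzyme for full effect; many of its hits are not listed in these tables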
AI-2 QS mod: modulates the Vibrio harveyi AI-2 quorum sensing system; Vibrio harveyi JMH597 AI-2 luminescence/OD600 ratio, 9 h; active compounds read low; strain lacks LuxN and CqsS sensors; 0 = neutral-control median; activity change, % at 7.5 µM; 300,000 compounds, 0.4% hits; AID 2094; in the data active = activity change below about -75%, passing the limit was not always enough; inconclusive = no clear call, values can overlap the other calls;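 note: luminescence divided by OD600 gain over 9 h not by final OD600 alone; inactives centre near 13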
HSF1 activator: increases HSF-1 driven luciferase reporter signal; 300,000 compounds, 1.7% hits; NIH3T3-HGL HSF-1 luciferase reporter, MG132, 8 h; 100% = twice DMSO control signal; activation, % at 9 µM;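 active = mean replicate activation of at least 50% with a set share of replicates each reaching 50%; inconclusive = only one of those two conditions met; inactive = mean below 50% and too few replicates reaching it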;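 note: 0% = median of the neutral control wells and 100% = twice that signal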
Platelet DG rel: modulates dense granule release in human platelets; human platelet-rich plasma, SFLLRN dense granule ATP release, luminescence; inhibition, %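 (compounds screened at 7.5 µM in platelet-rich plasma)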; 300,000 compounds, 0.22% hits; AID 1663;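 active = mean replicate score, as percent of positive control, at or above 50; inconclusive = mean below 50 but at least one replicate at or above 50; inactive = mean and every replicate below 50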
HSF1 inhib: HSF1 inhibition. NIH3T3-HGL HSE-luciferase, MG132-induced, luminescence 8 h; active compounds read low. activity change, negative = inhibition, % at 7.5 µM (by protocol). 300,000 compounds, 0.77% hits;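 active = more than half of replicate wells show activity change below -50%, luminescence cut by over half; inconclusive = some wells, but at most half, below -50%; inactive = no replicate well below -50%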;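 note: luciferase reports HSF-1 transcriptional activity via heat shock element; 0% = median of DMSO wells and -100% = zero luminescence signal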
An asterisk follows results filed as active; i = inactive; ? = inconclusive; . = not tested or not shown. Only part of the results is shown; rates above refer to the full screens.

SMILES	HSP90 refold inh	PolyA inh	GSK3A inh	GSK3B inh	HDAC3 inh	DYRK1A inh	AI-2 QS mod	HSF1 activator	Platelet DG rel	HSF1 inhib
O=C(CNC(=O)OCc1ccccc1)NC1CCCCNC1=O (centres undefined)	-4	i	-2	3	-4	0	4	-6	-2	2
CCOC(=O)Cc1csc(NC(=O)Cc2ccc([N+](=O)[O-])cc2)n1	8	i	-1	-1	1	-4	10	1	1	7
COc1ccc(CCn2c(C)cc(C(=O)CCl)c2C)cc1OC	7	i	0	-4	0	-8	13	-51	1	?
O=C(CCSc1ccccc1)Nc1nc2c(s1)COc1ccccc1-2	1	i	-2	3	0	6	-26	24	-4	14
COc1cc(C(=O)N/C(=C\c2cn(C)c3ccccc23)C(=O)NCCCO)cc(OC)c1OC	5	.	-1	1	6	-1	13	-2	14	-1
Nc1sccc1C(=O)c1ccccc1	0	i	-1	0	0	.	0	2	2	-1
Cc1cccc(NC(=O)c2cc(S(=O)(=O)N3CCOCC3)cn2C)c1C	1	i	-4	2	-3	-2	17	-12	10	1
CCC(C)C(NC(=O)c1ccccc1NC(=O)c1ccc(OC)cc1)C(=O)NCCCn1ccnc1 (centres undefined)	-2	i	-1	2	2	1	190	22	26	2
Cc1ccc(OCCn2cc(/C(N)=N/O)c3ccccc32)cc1C	-3	i	-1	-1	8	7	-3	14	-3	3
O=C(c1ccccc1)c1ccc2nc(Nc3ccccc3)c3nncn3c2c1	-1	i	-1	-1	2	3	20	-10	0	-7
CCn1cnc2cc([N+](=O)[O-])ccc21	-3	i	0	1	-2	4	11	-4	2	1
COc1ccccc1N=c1oc2cc(O)ccc2cc1C(=O)NCC1CCCO1 (centres undefined)	1	i	0	1	-12	-3	1	29	2	15
O=C(NN1CC(C(=O)OCc2ccccc2F)CC1=O)c1ccccc1 (centres undefined)	-2	i	-4	-1	1	-2	7	-9	18	-2
CCN(C(=O)CN(C)Cc1cccc(Cl)c1Cl)c1c(N)n(Cc2ccccc2)c(=O)[nH]c1=O	2	i	-5	4	-4	-1	3	-4	6	-14
C/C(=N\N=C1/SC(CC(=O)O)C(=O)N1c1ccccc1)c1ccc(C)cc1 (centres undefined)	3	i	-3	6	-1	.	13	9	1	4
CN1N=C(C(=O)N2CCCC(C(=O)c3cccc(C(F)(F)F)c3)C2)CCC1=O (centres undefined)	0	i	-1	-2	5	4	-1	15	-7	7
COc1ccc2cc(CO)c(Cl)nc2c1	-2	i	3	0	4	29	2	-2	4	-7
Cc1c(/C=C(\C#N)c2nn(-c3ccccc3)c(N)c2C#N)c2ccccc2n1Cc1ccc(F)cc1	-1	i	-1	3	3	4	6	3	-5	-1
COC(=O)C1=C(CS(=O)(=O)c2ccccc2)NC(=O)NC1c1ccc(O)cc1 (centres undefined)	-6	i	-2	-3	-1	4	21	7	-3	0
C[C@H](NC(=O)c1nc[nH]c1C(=O)NCc1ccccc1)C(=O)OCc1ccccc1	-1	i	3	3	0	-18	3	4	-5	10
CN1CCN(c2ccccc2NC(=O)c2cccc([N+](=O)[O-])c2)CC1	2	i	0	-1	0	4	6	7	9	-17
COc1cccc(OC)c1C(=O)NC(=S)N1CCN(c2ccc(C(F)(F)F)cc2[N+](=O)[O-])CC1	2	i	4	1	0	5	17	-11	3	-16
COc1ccc(C2C(C(=O)OC3CCCCC3)=C(C)Nc3nnnn32)c(OC)c1OC (centres undefined)	4	i	5	0	9	7	7	2	7	7
Cc1nc2ccc(Cl)cc2c(-c2ccccc2Cl)c1CC(=O)O	4	i	-2	2	-1	0	-18	28	-8	4
c1ccc(Cn2c(CNc3nc4ccccc4n3CCN3CCCCC3)nc3ccccc32)cc1	0	i	.	0	3	-2	9	-6	-24	3
COc1c(/C=C2\SC(=Nc3ccccc3Cl)NC2=O)cccc1[N+](=O)[O-]	5	i	-1	0	0	53*	2	19	?	4
O=C(CCNC(=O)c1ccc(Cl)cc1)NCC(c1ccco1)N1CCCCC1 (centres undefined)	.	i	0	-2	1	7	-19	3	-5	0
Cc1ccc2nsnc2c1NC(=O)c1cccc([N+](=O)[O-])c1	-2	i	9	3	5	.	2	-2	-3	0
COc1ccccc1C(=O)Nc1cc2cc(Cl)ccc2oc1=O	2	i	0	7	-1	0	8	8	-6	6
CCNC(=O)Oc1ccc[nH]c1=O	3	i	0	4	-1	11	8	7	-4	1
CC(C)Cn1c(N)c(C(=O)COC(=O)CCc2nc3ccccc3s2)c(=O)n(C)c1=O	2	i	-1	-2	-1	-6	10	-37	0	-22
O=C(N1CCN(Cc2ccc3c(c2)OCO3)CC1)C(Cl)(Cl)Cl	1	i	-1	-1	-7	1	5	2	5	-2
CN(N=Nc1ccc([N+](=O)[O-])cc1)c1ccccc1	-4	i	-1	0	8	0	30	74*	1	44
O=C(CSc1nnc(CNC(=O)c2ccc(F)cc2)o1)NCc1ccccc1	-2	i	4	6	4	-5	4	-9	-13	-6
CCOC(=O)[C@@H]1[C@H]2COc3ccc(Br)cc3[C@H]2N2C(=O)N(c3ccc(Br)cc3)C(=O)[C@]12C	2	i	-2	-1	0	-6	37	-9	-3	-3
CCc1cc(-c2nc(N)ncc2-c2csc(C)n2)c(O)cc1OC	-2	i	.	-4	4	11	-10	-7	1	-4
O=C(O)c1cc(-c2ccc(N3CCOCC3)cc2)nn1-c1ccc(F)cc1	5	i	0	0	-11	-2	19	7	2	-3
C=CCS(=O)(=O)c1nc2ccccc2s1	-3	i	-1	4	1	3	-43	?	2	33
Cc1ccc(C)c(N2CCN(C(=O)c3cc4c(C)nc5ccccc5c4o3)CC2)c1	-2	i	-2	2	11	-3	7	10	-2	-7
CCc1ccc(NC(=O)Cc2c(C(=O)O)n(C)c3ccccc23)cc1	3	i	-6	1	14	-3	8	-3	-1	-13
CCCCCn1c(=O)[nH]c2cc(C(=O)NCCN(CC)CC)ccc2c1=O	-2	i	2	-4	-3	-3	12	6	1	-3
O=C(O)CCN1C(=O)c2ccc(NC(=O)c3cccs3)cc2C1=O	0	i	2	-1	-20	6	24	-2	-3	-3
CN1CCN(CCCNCc2cn(CCC#N)c3ccccc23)CC1	1	i	0	0	-5	-4	10	-19	0	-6
CC1CC(C)(C)N(C(=O)CN2C(=O)c3ccccc3C2=O)c2ccccc21 (centres undefined)	-2	i	4	1	-1	-5	8	-1	-7	-2
CC(OC(=O)C1CC(=O)N(Cc2ccccc2)C1)C(=O)Nc1cccc(C#N)c1 (centres undefined)	2	i	-2	2	-1	2	4	-2	19	-4
COc1cccc(CN(C)C(=O)CNC(=O)c2ccc(-c3ccccc3)cc2)c1OC	0	i	-4	3	1	-4	20	22	-19	-9
COc1ccc(CNC(=O)CCNS(=O)(=O)c2ccc(C)cc2)cc1	0	i	1	-2	4	-3	11	-14	2	-9
CC(=C/c1ccccc1)/C=N/NC(=O)c1nnn(-c2nonc2N)c1CN1CCC(C)CC1	7	i	1	0	4	0	-3	-6	-10	-2
C#CCOCCOCCOCCNc1nc(N2CCN(C(=O)CCCCCCCCCCNC(=O)[C@H](CCCCN)n3cc(C[C@@H](C)CC)nn3)CC2)nc(N2CCN(C(=O)CCCCCCCCCCNC(=O)[C@H](CCCCN)n3cc(C[C@@H](C)CC)nn3)CC2)n1	.	i	11	-19	53*	7	-4	33	3	20
CCc1nc(SCC(=O)NCc2ccco2)c2c(=O)n(C)c(=O)n(C)c2n1	2	i	-4	-1	8	4	58	8	-5	-1
CC1CCCCC1NC(=S)Nc1ccc(SC(F)F)cc1 (centres undefined)	-2	i	-1	-3	9	1	-6	3	-6	-8
O=C(O)CSC(=S)N1CCCCC1	-3	i	0	2	1	-2	24	9	2	-3
CS(=O)(=O)N(CC(=O)Nc1ccc(Br)cc1)C1CCCCC1	-5	i	-1	3	-2	.	18	2	8	3
O=c1cc(O)c(-c2cccc(C(F)(F)F)c2)c(Cl)[nH]1	3	i	-1	2	-2	8	28	-5	6	2
CCCCn1c(N)c(N(CCOC)C(=O)COC(=O)COc2cc(C)ccc2Cl)c(=O)[nH]c1=O	.	i	-2	2	-1	-3	8	-10	16	-9
COCn1ccnc1C(O)(c1ccc(OC)cc1)c1ccc(OC)cc1	-3	i	-3	2	2	-2	19	-6	20	-6
CSc1ccccc1NC(=O)CSc1nnc(COc2ccccc2)o1	-4	i	-2	.	4	15	.	-1	3	-2
NC(=O)c1oc2ccccc2c1NC(=O)C1COc2ccccc2O1 (centres undefined)	2	i	1	5	-3	.	11	12	4	26
COc1ccc(OC)c(-c2csc(N(C)C(=O)Cc3ccccc3)n2)c1	3	.	-1	1	8	-1	20	-12	-6	3
CC(C)(C)c1ccc(OC(=O)Cn2c(C(F)(F)F)nc3ccccc32)cc1	3	i	7	2	1	0	-3	-19	-24	2

Going on with the list.
SMILES	HSP90 refold inh	PolyA inh	GSK3A inh	GSK3B inh	HDAC3 inh	DYRK1A inh	AI-2 QS mod	HSF1 activator	Platelet DG rel	HSF1 inhib
CC(=Nc1ccc(C)cc1C)c1sc2ccccc2c1O	0	i	-2	0	5	7	13	53*	9	12
CC(C)Cn1cc(C(=O)NC2CCN(Cc3ccccc3)CC2)c2c3ccccc3n(C)c2c1=O	-2	i	0	3	-15	.	26	6	4	-1
CCCc1nc(SCC(=O)N2CCCC2)c2c(=O)n(C)c(=O)n(C)c2n1	5	i	0	-3	.	8	48	-8	-9	0
CCn1c(SCC(=O)Nc2cc(S(=O)(=O)N3CCOCC3)ccc2OC)nnc1-c1ccncc1	-3	i	2	-1	-3	2	4	1	4	4
O=C(CSc1nc(SCC(=O)NCc2ccccc2)n(-c2ccccc2)n1)NCc1ccccc1	-1	i	-4	3	3	0	-2	18	-5	3
Cc1cccn2c(=O)nc(SCC(=O)c3ccccc3)nc12	.	i	-2	-1	-5	-11	6	4	13	10
COc1ccc(-c2ncncc2-c2ccc(OC)c(OC)c2)c(O)c1	0	i	52*	3	9	21	26	2	3	-9
O=C(Cc1ccc(Cl)cc1)NNC(=O)Nc1cccc2ccccc12	1	.	-2	6	-12	-4	18	-1	-3	-7
CCOC(=O)c1ccccc1NC(=O)C1CCN(c2ncnc3sc(C)c(C)c23)CC1	.	i	2	4	17	6	22	1	-3	-3
Cc1ccc(NC(=O)NCc2cccnc2)cc1Cl	-2	i	0	3	0	.	-25	8	6	16
O=C(Nc1ccccc1)C1CCOC1=O (centres undefined)	.	i	-2	-5	-3	.	25	1	-3	3
O=C(Nc1nc2ccc(Cl)cc2s1)c1cccc(N2C(=O)CCC2=O)c1	.	i	-3	.	-2	2	.	2	8	9
